Bioassay records: PubChem BioAssay, National Center for Advancing Translational Sciences (NCATS)
Akt phos inh: Akt phosphorylation inhibition | activity change, % for hits at 50 µM | Neuro2A IGF-stimulated pAkt S473 HTRF, 20 min; active compounds read low | 0.32% of 360,000 active; in the data active means activity change below about -80%; inconclusive means mostly about -51% to -80%; further: on the % scale 0 is the no-effect control and ±100 the full control effect
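Neuro2A cells (4,500/well, DMEM with 0.5% FBS) were treated with compound at a single 50 µM final concentration, stimulated with 6 nM IGF for 20 min at 37 °C, and lysed. Phospho-Akt Ser473 was read by HTRF as 665/615 ratio ×10^4.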
CCT modulator: modulators of cytosolic chaperonin (CCT/TRiC) activity. purified chaperonin ATPase assay, HTRF ADP detection, 30 min. 0.3% of 360,000 active. activity change, % (test concentration not listed), hits read low. AID 651819; in the data active means activity change below about -30%; further: on the % scale 0 is the no-effect control and ±100 the full control effect
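Nucleotide hydrolysis assay: TRiC at 20–40 nM final (set by batch activity) with 10 uM ATP, 30 min at 37 °C, in presence of 76 uM compound. Detection by competitive ADP HTRF, 30 min ambient.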
A549 tox: A549 cytotoxicity, counter-screen for Nrf2 inhibitors. A549 ARE-Fluc cells, CellTiter-Fluor viability, 18-24 h. Potency, µM (doses to about 46 µM), for inactives: top-dose activity change, negative = cytotoxicity, actives largely listed as inhibitors. 0.16% of 390,000 active; further: potency means the concentration at half of the fitted maximal effect; on the % scale 0 is the no-effect control and ±100 the full control effect
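Cytotoxicity counterscreen: CellTiter-Fluor fluorescence was measured in A549 ARE_Fluc cells after 18-24 h of compound exposure in a concentration series. The subsequent BugLite luminescent read reports ARE-luciferase activity.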
EPAC2 agonist: activates human EPAC2 exchange factor | Q8WZA2 | EPAC2 activation, biochemical qHTS; response scale: 100% = 6.5 mM cAMP response | Potency, µM (doses to about 154 µM), inactives show at the highest dose activation, actives largely listed as activators | 0.079% of 360,000 active | AID 720711; further: potency means the concentration at half of the fitted maximal effect; nearly all actives have a fitted effect of over 50% in size
Target sequence (Q8WZA2 whole entry, looked up): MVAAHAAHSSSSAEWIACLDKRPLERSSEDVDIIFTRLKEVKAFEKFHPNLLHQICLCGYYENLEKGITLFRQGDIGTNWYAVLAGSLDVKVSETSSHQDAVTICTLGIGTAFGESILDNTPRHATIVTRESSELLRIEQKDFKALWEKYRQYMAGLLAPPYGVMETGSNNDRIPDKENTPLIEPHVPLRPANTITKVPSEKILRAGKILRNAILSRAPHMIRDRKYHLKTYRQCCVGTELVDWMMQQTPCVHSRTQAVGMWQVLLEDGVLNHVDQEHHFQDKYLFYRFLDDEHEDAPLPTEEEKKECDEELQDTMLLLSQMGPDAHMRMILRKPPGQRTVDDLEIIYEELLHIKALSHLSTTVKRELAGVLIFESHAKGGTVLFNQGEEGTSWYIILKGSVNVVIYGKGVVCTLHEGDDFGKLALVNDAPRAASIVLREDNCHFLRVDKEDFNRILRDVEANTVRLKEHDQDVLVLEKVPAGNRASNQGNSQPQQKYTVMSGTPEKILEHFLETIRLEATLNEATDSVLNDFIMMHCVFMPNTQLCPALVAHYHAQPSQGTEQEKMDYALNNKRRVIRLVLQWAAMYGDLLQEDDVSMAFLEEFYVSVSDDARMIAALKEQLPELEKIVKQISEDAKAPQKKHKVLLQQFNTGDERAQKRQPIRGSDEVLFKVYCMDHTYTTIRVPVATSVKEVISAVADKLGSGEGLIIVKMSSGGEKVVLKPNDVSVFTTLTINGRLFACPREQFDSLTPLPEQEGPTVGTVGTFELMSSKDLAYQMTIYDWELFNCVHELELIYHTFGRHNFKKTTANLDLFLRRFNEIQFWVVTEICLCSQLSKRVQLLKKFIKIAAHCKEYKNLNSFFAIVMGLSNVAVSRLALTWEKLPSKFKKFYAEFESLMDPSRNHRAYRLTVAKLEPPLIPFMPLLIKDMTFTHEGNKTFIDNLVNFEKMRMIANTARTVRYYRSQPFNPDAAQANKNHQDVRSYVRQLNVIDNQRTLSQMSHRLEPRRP
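Setup: EPAC2 100 nM, labeled Rap1B complex 250 nM, free GDP 50 uM. Compound titrations pinned in, brief spin, 5 min room temperature incubation. Kinetic fluorescence read over 30 min, normalized to 6.5 mM cAMP.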
TGFb inhibitor: blocks TGF-b signaling; Potency, µM (highest dose often 46.1 µM), without a hit: at the highest dose activity, negative = inhibition, hits mostly inhibitors; AID 588855; 1.2% of 410,000 active; HepG2 CAGA-GFP TGF-b/SMAD3 reporter, GFP fluorescence, 18 h; TGF-beta stimulated, 500 pg/mL final; further: potency means the concentration at half of the fitted maximal effect; on the % scale 0 is the no-effect control and ±100 the full control effect; nearly all actives have a fitted effect of over 65% in size
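Using HEPG2 CAGA-GFP reporter cells at 1000 cells/well, we pinned test compounds, stimulated with recombinant TGF-beta (500 pg/mL final) and measured total well GFP after 18 h.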
Nrf2 activator: Nrf2 pathway activation | AREc32 ARE-luciferase reporter (MCF7-derived line), luminescence, 24 h | Potency, µM (top dose mostly 46.1 µM), for inactives: at the top dose activation, hits mostly activators | 0.31% of 410,000 active; further: potency means the concentration at half of the fitted maximal effect; % of control where 0% means no effect; nearly all actives have a fitted effect of over 65% in size
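ARE activation measured as luciferase luminescence (Steady-Glo, 30 min RT) in AREc32_Fluc cells after 24 hr compound exposure at 37 deg C, 5% CO2; cells seeded overnight at 1000/well in OPTI-MEM, 5% FBS.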
Mm-Cpn inhibitor: M. maripaludis TRiC chaperonin inhibition | purified Mm-Cpn ATPase, ADP Transcreener TR-FRET | Potency, µM (titrated, usually from 76.9 µM), for inactives: at the highest dose activity, negative = inhibition, most hits filed as inhibitors | 0.031% of 330,000 active; further: potency means the concentration at half of the fitted maximal effect; on the % scale 0 is the no-effect control and ±100 the full control effect; nearly all actives have a fitted effect of over 80% in size
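ATP (10 uM final) was added to archaeal chaperonin (25 nM final) after 10 min exposure to test compound at 37°C; after 30 min further incubation, ADP was detected by competitive TR-FRET.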
EPAC2 antag: EPAC2 (human) antagonism; 0.18% of 360,000 active; Potency, µM (doses to about 114 µM), for inactives: top-dose activity, negative = inhibition, most hits filed as inhibitors; AID 720708; EPAC2 GEF exchange of Rap1B-BODIPY-GDP, fluorescence; further: potency means the concentration at half of the fitted maximal effect; on the % scale 0 is the no-effect control and ±100 the full control effect; nearly all actives have a fitted effect of over 45% in size; many of its hits are not listed in these tables
Nrf2 inh: inhibitors of Nrf2 signaling. A549 ARE-Fluc reporter, luciferase luminescence, 18-24 h. Potency, µM (doses to about 46 µM), inactives show at the highest dose activity change, negative = inhibition, actives largely listed as inhibitors. 2.1% of 360,000 active. AID 504444; further: potency means the concentration at half of the fitted maximal effect; on the % scale 0 is the no-effect control and ±100 the full control effect; nearly all actives have a fitted effect of over 60% in size
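Quantitative HTS in A549 cells stably bearing an antioxidant response element-firefly luciferase construct. Inhibition of Nrf2-driven transcription was scored by luminescence after 18-24 h of compound exposure at 37 °C.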
* = called active by the depositor; i = inactive; ? = inconclusive; . = no result given; [ ] = dose if it differs, or a comment. Unless noted, the call rests on the fitted dose curve; in most records, active means well fitted curve in the direction sought with a large enough effect; inconclusive means small, poorly fitted or top-dose-only effect, or another doubt; inactive means no such curve, though single readings can be large; an effect the other way counts as inactive or inconclusive. The list is partial, so the mix of outcomes need not match the whole.

molecule | Akt phos inh | CCT modulator | A549 tox | EPAC2 agonist | TGFb inhibitor | Nrf2 activator | Mm-Cpn inhibitor | EPAC2 antag | Nrf2 inh
Cn1c(N2CCN(C(c3ccccc3)c3ccccc3)CC2)nc2ccccc21 | i | 0.1 | -11% | 18% | ? | 2.7% | -1% | -19% | ?
COc1ccc(N(C(=O)c2ccco2)S(=O)(=O)c2ccccc2)cc1 | i | -0.3 | 1% | 1% | 18% | -0.2% | 3% | -1% | -6%
C[C@H](CO)N1C[C@H](C)[C@@H](CN(C)S(=O)(=O)c2cn(C)cn2)Oc2ccc(NC(=O)NC3CCCCC3)cc2C1=O | i | -0.8 | 5% | -4% | 4% | -0.3% | 0% | 18% | 17%
COc1ccc(-c2cc(C(F)(F)F)nc(-n3nc(C(F)(F)F)cc3C)n2)cc1 | . | . | 9% | . | ? | 0.3% | . | . | -7%
O=S1(=O)CC(N2CCSCC2)CN1Cc1cn(Cc2ccc(F)cc2)nn1 (stereo not given) | i | 0.6 | . | 10% | . | 0.3% | . | 3% | .
CCOC(=O)c1c(C)[nH]c(C(=O)CC(=O)OC)c1C | i | -2.5 | 17% | 12% | 10% | 0.7% | 1% | 1%[57.1 µM] | 10%
CCOC(=O)Cc1nnc(NC(=O)C23CC4CC(CC(C4)C2)C3)s1 | i | 0.4 | -5% | 0% | 8% | -0.6% | -3% | -1% | ?
CC(=O)Cc1nsc(NC(=O)c2ccc(-c3ccc(F)cc3)o2)n1 | i | -1.9 | 4% | -15% | -13% | 2.9% | -5% | -5% | 14%

The list continues:
molecule | Akt phos inh | CCT modulator | A549 tox | EPAC2 agonist | TGFb inhibitor | Nrf2 activator | Mm-Cpn inhibitor | EPAC2 antag | Nrf2 inh
O=C(COc1ccc(Cl)cc1)Nc1cccc(-c2ccc3nncn3n2)c1 | i | -0.6 | 2% | 16% | -5% | 3.5% | -15% | 13% | -2%
COc1ccc(N2CCN(c3nc(-c4cccs4)nc4ccccc34)CC2)cc1 | i | -1.6 | 0% | 18% | 3% | 0.0% | -3% | -5% | ?
C/C(=N\Nc1nc(C(=O)O)cs1)c1ccccc1 | i | -0.6 | 6% | 10% | -5% | 2.5% | 0% | -4% | ?
CN(C)c1ccc(NC(=O)C2C3C=CC(C3)C2C(=O)O)cc1 (stereo not given) | i | -2.2 | 1% | 9% | ? | -0.3% | 25µM* | 14% | 14%
Cc1oc(-c2ccc(Cl)cc2)nc1CS(=O)CC(=O)NC(C)c1ccccc1 (stereo not given) | . | 0.4 | 3% | -7% | ? | 5.4% | 2% | -4% | 14%
CCNC(=O)/C(=C\c1ccc2c(c1)OCO2)NC(=O)c1ccc(Br)cc1 | i | -2.5 | -2% | -5% | 3% | 0.2% | 0% | 3% | .
CC(CCc1ccccc1)NC(=O)COC(=O)c1cccc(N(C)C)c1 (stereo not given) | i | -0.4 | 15% | 2% | ? | -0.7% | -1% | -19% | 1%
O=C(c1cccc(S(=O)(=O)N2CCN(c3ccc(F)cc3)CC2)c1)N1CCN(c2ccccc2O)CC1 | i | -5.1 | -11% | 11% | ? | -0.9% | . | 2% | -18%

Some of the entries so far, with two lines to a compound:
Results follow in this order: Akt phos inh	CCT modulator	A549 tox	EPAC2 agonist	TGFb inhibitor	Nrf2 activator	Mm-Cpn inhibitor	EPAC2 antag	Nrf2 inh
> CCOC(=O)Cc1nnc(NC(=O)C23CC4CC(CC(C4)C2)C3)s1
  i	0.4	-5%	0%	8%	-0.6%	-3%	-1%	?
> CC(=O)Cc1nsc(NC(=O)c2ccc(-c3ccc(F)cc3)o2)n1
  i	-1.9	4%	-15%	-13%	2.9%	-5%	-5%	14%
> O=C(COc1ccc(Cl)cc1)Nc1cccc(-c2ccc3nncn3n2)c1
  i	-0.6	2%	16%	-5%	3.5%	-15%	13%	-2%
> COc1ccc(N2CCN(c3nc(-c4cccs4)nc4ccccc34)CC2)cc1
  i	-1.6	0%	18%	3%	0.0%	-3%	-5%	?
> C/C(=N\Nc1nc(C(=O)O)cs1)c1ccccc1
  i	-0.6	6%	10%	-5%	2.5%	0%	-4%	?
> CN(C)c1ccc(NC(=O)C2C3C=CC(C3)C2C(=O)O)cc1 (stereo not given)
  i	-2.2	1%	9%	?	-0.3%	25µM*	14%	14%
> Cc1oc(-c2ccc(Cl)cc2)nc1CS(=O)CC(=O)NC(C)c1ccccc1 (stereo not given)
  .	0.4	3%	-7%	?	5.4%	2%	-4%	14%
> CCNC(=O)/C(=C\c1ccc2c(c1)OCO2)NC(=O)c1ccc(Br)cc1
  i	-2.5	-2%	-5%	3%	0.2%	0%	3%	.
> CC(CCc1ccccc1)NC(=O)COC(=O)c1cccc(N(C)C)c1 (stereo not given)
  i	-0.4	15%	2%	?	-0.7%	-1%	-19%	1%
> O=C(c1cccc(S(=O)(=O)N2CCN(c3ccc(F)cc3)CC2)c1)N1CCN(c2ccccc2O)CC1
  i	-5.1	-11%	11%	?	-0.9%	.	2%	-18%

(listing goes on)
molecule | Akt phos inh | CCT modulator | A549 tox | EPAC2 agonist | TGFb inhibitor | Nrf2 activator | Mm-Cpn inhibitor | EPAC2 antag | Nrf2 inh
Cn1c(NCc2c(O)ccc3ccccc23)nc2ccccc21 | i | 0.2 | . | 18% | 0% | 8.3% | -1% | -5% | -19%
CNC(=S)N1CCN(c2nc(-c3ccc(F)cc3)cs2)CC1 | i | -1.2 | 0% | 3% | ? | 1.0% | -2% | 4% | ?
Cc1ccc(N=c2c([N+](=O)[O-])nn(-c3ccc4c(c3)OCCO4)n2O)cc1F | i | -0.5 | -11% | 2% | 7% | -2.1% | 0% | -2% | ?
O=C(Nc1c(Cl)cccc1Cl)c1cc(-c2cccc(O)c2)on1 | . | . | -4% | . | 0% | 9.4% | . | . | 14%
O=C(c1cc2ncc(CCCl)cn2n1)N1CCCCCC1 | i | 0.0 | 3% | -5% | -7% | 0.0% | 0% | -1% | -1%
O=C(Nc1cccc(NC(=O)c2ccco2)c1)c1ccc([N+](=O)[O-])cc1 | i | -4.5 | -8% | 10% | -10% | 14% | 0% | 4% | -29%
CCOc1ccc(NC(=O)CN(C)C(=O)C2CC(=O)N(c3ccc4c(c3)OCCO4)C2)cc1OCC (stereo not given) | i | -3.1 | -4% | -5% | 5% | -0.3% | -2% | -2% | -4%
O=S(=O)(c1ccc(SCCO)nc1)N1CCCC1 | i | -1.4 | -12% | -4% | 1% | 0.0% | 0% | 12% | 7%

Next compounds.
molecule | Akt phos inh | CCT modulator | A549 tox | EPAC2 agonist | TGFb inhibitor | Nrf2 activator | Mm-Cpn inhibitor | EPAC2 antag | Nrf2 inh
CCC(=O)OCCn1c(Br)nc2c1c(=O)[nH]c(=O)n2C | i | -2.1 | 10% | 8% | 11% | 2.5% | 1% | 1% | ?
O=C(COc1ccccc1[N+](=O)[O-])N(C1CCCCC1)C1CCS(=O)(=O)C1 (stereo not given) | i | -3.1 | -7% | -11% | 10% | -0.2% | 2% | 0% | -8%
CC(=O)c1cc2c(cc1NC(=O)CCCC(=O)O)OCO2 | i | 3.3 | -8% | 5% | -3% | -0.6% | -3% | 11% | 4%
C=CCNC(=O)CSc1nnc(-c2ccc(S(=O)(=O)N3CCCC3)cc2)n1C | i | -0.9 | -1% | -6% | 15% | -0.3% | 0% | 0% | 5%
O=C(Nc1nccs1)c1ccc([N+](=O)[O-])cc1 | i | -0.1 | 1% | 5% | -14% | 1.8% | -22% | 4% | 10%
CN1CCN(S(=O)(=O)c2ccc(Nc3cccc(Cl)c3)c([N+](=O)[O-])c2)CC1 | i | -1.3 | -6% | 19% | -19% | 2.3% | 2% | 1% | ?
Cc1cc(=O)[nH]c(N/N=C/c2cn(CCC#N)nc2-c2ccccc2)n1 | i | -1.0 | 13% | 5% | 5% | 3.2% | 0% | 2% | -4%
S=C1NC2(CCCCCC2)N=C1c1ccccc1 | i | -1.6 | -7% | -1% | 2% | -0.6% | 0% | 0% | -2%

Other results.
molecule | Akt phos inh | CCT modulator | A549 tox | EPAC2 agonist | TGFb inhibitor | Nrf2 activator | Mm-Cpn inhibitor | EPAC2 antag | Nrf2 inh
COc1ccc(-c2cn3cccnc3n2)cc1 | i | -5.5 | -4% | 0% | -2% | 2.3% | -9% | 1% | 17%
CCOC(=O)c1ccccc1NC(=O)c1cc2c(s1)-c1c(C)cccc1OC2 | . | . | 11% | . | -6% | 0.7% | . | . | 5%
CCOC(=O)c1nc(Nc2cc(Cl)ccc2OC)c2ccccc2n1 | i | -0.2 | 1% | 5% | 33% | 0.0% | -1% | 3% | 2%
CC(=O)N(C1=C(N2CCOCC2)C(=O)c2ccccc2C1=O)c1ccc(C(=O)O)cc1 | i | 2.2 | ? | 5% | -25% | -2.8% | -1% | -4% | ?
CCNc1nc(NCc2ccccc2)nc(Oc2ccc(=O)[nH]n2)n1 | i | -3.5 | 12% | 0% | -8% | 0.3% | 2% | 16% | -10%
O=[N+]([O-])c1[nH]cnc1/C=C/c1ccccc1 | i | -1.6 | -13% | 6% | -3% | 7.1% | -2% | 0% | -5%
CC(=O)c1csc(-c2cccc(-c3nc4ccc(Cl)cn4c3NC3CCCCC3)c2)c1 | i | -4.5 | -1% | 9% | -3% | 3.6% | -2% | 4% | 1%
Cc1nnc(SCc2ccc(CSc3nnc(C)c(=O)[nH]3)cc2)[nH]c1=O | i | -3.6 | 4% | -6% | -5% | 0.1% | 1% | 5% | 13%
CCOC(=O)N1CCC(NC(=O)C2CCCN(S(=O)(=O)c3cccc4nsnc34)C2)CC1 (stereo not given) | i | -2.5 | -1% | -2% | -1% | 0.3% | 0% | -12% | -23%
